Compound activity (PubChem)
RAD52 inh: blocks human RAD52 DNA annealing | P43351 | recombinant RAD52 DNA annealing, FRET fluorescence | inhibition, % at 18.7 µM | 360,000 compounds, 0.46% hits | AID 651710;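 active means every replicate showing at least 50% inhibition; inconclusive means mean inhibition at least 50% but not in every replicate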
Target sequence (P43351 whole entry, looked up): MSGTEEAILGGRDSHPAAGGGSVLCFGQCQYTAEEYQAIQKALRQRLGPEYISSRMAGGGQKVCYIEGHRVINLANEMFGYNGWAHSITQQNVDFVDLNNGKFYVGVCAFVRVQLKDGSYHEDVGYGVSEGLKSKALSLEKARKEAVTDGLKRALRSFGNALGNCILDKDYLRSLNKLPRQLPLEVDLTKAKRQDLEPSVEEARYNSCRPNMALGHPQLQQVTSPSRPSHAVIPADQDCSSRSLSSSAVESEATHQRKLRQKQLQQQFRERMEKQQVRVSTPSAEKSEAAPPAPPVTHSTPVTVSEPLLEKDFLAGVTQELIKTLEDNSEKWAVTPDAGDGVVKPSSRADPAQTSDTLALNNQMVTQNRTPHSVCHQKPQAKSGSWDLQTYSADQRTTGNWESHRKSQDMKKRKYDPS
miR122 inh: miR-122 inhibition in Huh7 cells. AID 602342. 340,000 compounds, 0.3% hits. activation (reporter increase), % at 12.5 µM. Huh7 miR-122 Renilla luciferase sensor, 48 h; neutral wells = 0, positive control = 100;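 active means mean replicate activation score at least 90 and every replicate individually at or above 90; inconclusive means only one of the two criteria met; inactive means neither criterion met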;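 further: higher luciferase means less miR-122 activity so hits act as miR-122 inhibitors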
Cneo AK release: Cryptococcus neoformans lysis via adenylate kinase release; C. neoformans lysis, adenylate kinase release luminescence, 4 h; normalised: neutral wells 0, clomiphene wells 100; lysis activity, % at 15 µM; 360,000 compounds, 0.2% hits;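 active means mean lysis activity across replicates of at least 80%, whatever share of replicates individually reach that level; inactive means mean lysis activity below 80%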
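Material: C. neoformans cells; Schedule: 4 h static compound exposure, 37 °C, read 1 h post-reagent; Measured by: adenylate kinase release luminescence; Read-out: signal increase indicating cell lysis; Controls: Clomiphene as positive lysis control.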
ERAP1 inh: inhibitors of human ERAP1 aminopeptidase; recombinant ERAP1, Leu-AMC fluorescence, 60 min; inhibition, % at 10.7 µM; 340,000 compounds, 0.15% hits;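 active means mean replicate inhibition of at least 30%, or all replicates individually reaching that 30% level; inactive means mean below 30% and not every replicate reaching it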;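 further: 0% = neutral control wells and 100% = L-leucinethiol positive control wells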
PglD DTNB: blocks C. jejuni PglD acetyltransferase activity; purified PglD enzyme, DTNB colorimetric CoA detection; inhibition, % at 12.5 µM; 360,000 compounds, 0.098% hits; AID 602405; in the data active means inhibition above about 16%, passing the limit was not always enough; inconclusive means no clear call, values can overlap the other calls; further: strong numbers were not always called active
RAD54 branch: inhibitors of human RAD54 branch migration; Q92698; RAD54 Holliday junction branch migration, FAM/BHQ fluorescence; inhibition, % at 10.4 µM; 360,000 compounds, 0.14% hits; AID 602329;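 active means mean normalized replicate activity at least 40 and at least half of replicates scoring 40 or more; inconclusive means only one of the two criteria met; inactive means mean below 40 and under half of replicates reaching 40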;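 further: 0% = median of neutral control wells and 100% = median of positive control wells; inhibitors cause a drop in the FAM fluorescence signal; in these data hits start at about 50%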
PGC1a acetyl inh: PGC1a acetylation modulation, inhibitor mode | U2OS PGC1a acetylation, AlphaScreen anti-acetyl-lysine; with virally co-expressed GCN5 acetyltransferase | inhibition, % at 15.6 µM | 350,000 compounds, 0.17% hits;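 active means every replicate shows inhibition of at least 40%; inconclusive means mean inhibition at least 40% but some replicate below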;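 further: 0% = neutral control wells and 100% = positive control wells; some results beyond the cut were filed as inactive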
E-sel inducer: induces E-selectin expression in human endothelial cells; P16581; HUVEC E-selectin immunofluorescence imaging; normalized: neutral wells 0, TNF-alpha wells 100; activation, % at 7.58 µM; 260,000 compounds, 0.37% hits;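 active means mean E-selectin-positive cell signal at least 10% of the positive control, reached in at least 60% of replicates, without over 20% cell loss; inconclusive means no rule given, readout overlaps actives, possibly toxicity-flagged; inactive means the rest, including those meeting only one limit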;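 further: in these data hits start at about 27%; measured in HUVEC primary endothelial cells; signal is the percent of cells scored E-selectin positive by PE staining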
Target sequence (P16581 whole entry, looked up): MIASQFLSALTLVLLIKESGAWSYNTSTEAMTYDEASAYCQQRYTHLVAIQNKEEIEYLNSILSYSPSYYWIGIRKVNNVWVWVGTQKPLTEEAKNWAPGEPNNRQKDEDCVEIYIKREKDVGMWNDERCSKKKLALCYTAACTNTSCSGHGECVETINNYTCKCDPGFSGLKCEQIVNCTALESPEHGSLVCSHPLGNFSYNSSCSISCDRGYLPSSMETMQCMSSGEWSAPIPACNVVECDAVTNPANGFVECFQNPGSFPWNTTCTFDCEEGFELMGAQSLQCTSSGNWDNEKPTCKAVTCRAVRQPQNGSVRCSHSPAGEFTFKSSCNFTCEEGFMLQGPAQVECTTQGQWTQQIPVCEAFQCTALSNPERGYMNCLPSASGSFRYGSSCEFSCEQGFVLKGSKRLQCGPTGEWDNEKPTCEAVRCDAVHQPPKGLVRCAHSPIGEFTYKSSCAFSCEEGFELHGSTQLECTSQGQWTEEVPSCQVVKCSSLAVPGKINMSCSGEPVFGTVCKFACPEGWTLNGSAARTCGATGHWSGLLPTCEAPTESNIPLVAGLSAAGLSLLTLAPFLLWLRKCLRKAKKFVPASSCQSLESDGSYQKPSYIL
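assay system = HUVEC, human umbilical vein endothelial cells | input = 3,000 HUVEC seeded per well | medium = EGM-2 growth medium on 0.1% gelatin-coated wells | dosing = one compound dose added by pin transfer | signal = immunofluorescence imaging | read-out basis = % PE-positive cells | control set = TNF-alpha, DMSO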
* hit, by the source's call; ? = inconclusive; . = not tested or not shown; [ ] = another dose, or the depositor's remark.

SMILES | RAD52 inh | miR122 inh | Cneo AK release | ERAP1 inh | PglD DTNB | RAD54 branch | PGC1a acetyl inh | E-sel inducer
COC(=O)c1cccnc1-n1c(=O)c2cccnc2n(Cc2ccc([N+](=O)[O-])cc2)c1=O | -7 | 0 | . | . | . | . | 1 | -1.7
O=C1NCC(O)=C1C=NCCO | . | -1 | 0 | . | 0 | -2 | 5 | .
CN1CC[n+]2cnc3ccccc3c21 | . | -9 | 0 | . | 0 | 5 | . | .
Cc1sc(NC(=O)C2=COCCO2)nc1-c1ccc(Cl)cc1 | -11 | -4 | -4 | -2 | 3 | -5 | . | 0.8
COc1ccc(S(=O)(=O)N2CCN(c3cc(-c4ccccc4)nc4ncnn34)CC2)cc1 | 1 | -4 | -3 | -1 | 3 | 10 | -6 | .
COC(=O)Cn1c(CN2CCOCC2)nc2c1c(=O)[nH]c(=O)n2C | -30 | -5 | 0 | . | -5 | 3 | -4 | -0.2
COc1ccc(NC(=O)N(C)C[C@@H]2OCCCC[C@@H](C)Oc3ccc(NC(=O)NC4CCCCC4)cc3C(=O)N([C@H](C)CO)C[C@H]2C)cc1 | -4 | 0[16.7 µM] | -3 | -2 | -1 | -5 | -13 | .
CCCNC(=O)N1[C@H](CO)[C@@H](c2ccccc2)[C@H]1CNC(=O)c1ccccc1 | 1 | -36[16.7 µM] | 2 | 0 | -3 | -5 | 12 | -0.6
COc1cc(NC(=O)c2ccc(C(C)(C)C)cc2)c(OC)cc1NC(=O)CN1CCCCC1 | -6 | 2 | 2 | 12 | 3 | -7 | -2 | .
CCn1c(C)c(C)c2cc(C(=O)N3CCN(c4cccc(C)c4C)CC3)ccc21 | -35 | . | 1 | 1 | -2 | -17 | . | .
O=C(C[C@H]1C=C[C@@H](NC(=O)C2CCOCC2)[C@H](CO)O1)NCC1CCCCC1 | 4 | . | 0 | -3 | 1 | -14 | 6 | 0.1
O=C(c1ccccc1F)N1CC[C@@H]2[C@@H](CO)Nc3ccc(-c4ccc(F)cc4)cc3[C@@H]21 | 2 | 61[16.7 µM] | -7 | -1 | 2 | -7 | 1 | 0.0
COc1ccc(C(=O)NC(=S)NNC(=O)c2cnccn2)cc1 | . | 8 | 2 | . | 3 | 1 | . | .
CC(C)(C)NC(=O)/C(=C/c1ccccc1F)NC(=O)c1ccc([N+](=O)[O-])cc1 | -4 | -2 | . | -9 | . | . | 2 | .
CC(=O)/C=C(\C)N=Nc1c(O)[nH]c2ccccc12 | -26 | 2 | -1 | 5 | -11 | 17 | -2 | .
CC(Sc1nnc(-c2cccnc2)n1C)C(=O)N1CCOCC1 (configuration not stated) | -4 | -6 | 1 | 31* | 4 | -8 | . | -0.1
C[C@H]1CN([C@@H](C)CO)S(=O)(=O)c2ccc(-c3ccc(C#N)cc3)cc2O[C@H]1CN(C)Cc1ccccn1 | -13 | . | -8 | -1 | 1 | -5 | 14 | 0.2
O=C(C[C@@H]1C=C[C@H](NC(=O)c2ccccc2)[C@H](CO)O1)NCc1ccncn1 | -25 | . | -4 | -1 | 1 | 0 | 8 | 0.1
Cc1c(CNC(=O)c2c([N+](=O)[O-])cnn2C)cnn1C | -11 | 1 | -2 | -4 | 0 | 6 | 16 | 5.5
C[C@H]1CN([C@@H](C)CO)C(=O)c2cc(-c3cccc(C#N)c3)cnc2O[C@H]1CN(C)Cc1cccnc1 | 8 | -4[16.7 µM] | 36 | 7 | -5 | 1 | 11 | ?
CO[C@@H]1CN(C)C(=O)c2ccc(NC(=O)C3CCC3)cc2OC[C@@H](C)N(C(=O)NC(C)C)C[C@H]1C | 1 | -19[16.7 µM] | -4 | -3 | 5 | 2 | -1 | -0.1
CC(=O)N1N=C(c2c(-c3ccccc3)c3cc(Br)ccc3[nH]c2=O)CC1c1ccco1 (configuration not stated) | -15 | -40 | -4 | 3 | 0 | 5 | 8 | 0.1
COc1ccc(CCNC(=O)Cc2ccc([N+](=O)[O-])cc2)cc1OC | 0 | . | . | 1 | . | . | 6 | 7.2
CC(=O)Nc1sc(C)c(C)c1C(=O)OCC(=O)N(CC(C)C)C1CCS(=O)(=O)C1 (configuration not stated) | . | 22 | -1 | . | -1 | 11 | -6 | .
CCC(=O)N1CC[C@@H]2[C@H]1c1cc(-c3cccc(F)c3)ccc1N(C)[C@@H]2CO | . | 4[16.7 µM] | -11 | . | 0 | 8 | -7 | 0.5
COc1ccc(-c2ccc(=O)n(CC(=O)Nc3ccc4c(c3)OCCO4)n2)cc1 | -15 | . | 2 | -1 | 0 | -1 | -4 | .
CCOc1nc2cnccc2n(CC(=O)Nc2cccc(C)c2C)c1=O | -18 | 3 | -4 | -2 | -2 | 1 | -15 | .
Cc1cccc(C)c1NC(=O)C(c1ccccc1)N(C)CCc1ccccc1 (configuration not stated) | 4 | 0 | -16 | 1 | 1 | 3 | -38 | ?
OC(COc1c(F)cc(Br)cc1F)CN1CCOCC1 (configuration not stated) | -7 | 2 | 0 | 1 | -2 | 7 | 2 | -0.1
O=C(CC(=O)N/N=C\c1cccc(Cl)c1Cl)NCc1ccccc1 | -12 | -3 | -1 | -1 | -5 | 1 | 2 | .
CC(C)OP(=O)(OC(C)C)C(Nc1ccc(C(=O)O)cc1)c1ccccc1 (configuration not stated) | -18 | 1 | . | 1 | . | . | -4 | .
CCCC(=O)N1CCN(c2ccc([N+](=O)[O-])c(NC(C)c3ccccc3)c2)CC1 (configuration not stated) | . | 10 | -2 | . | -2 | -2 | 2 | .
COc1cccc(-c2cc(C(=O)N3CCc4ccccc4C3)no2)c1 | . | 7 | 1 | . | 3 | -2 | 8 | .
COc1ccccc1N1CCN(S(=O)(=O)c2c(C)[nH]c(C)c2C(=O)N2CCCC2)CC1 | 5 | -3 | -1 | 2 | -2 | -3 | 6 | .
O=C(NNC(=O)C1COc2ccccc2O1)c1ccccc1O (configuration not stated) | -11 | 6 | -4 | -5 | -5 | -5 | . | -0.8
O=C(c1cc(S(=O)(=O)Nc2ccccc2F)c(Cl)cc1Cl)N1CCN(CCO)CC1 | -14 | 8 | 0 | 2 | 5 | -3 | 4 | -0.2
CSc1nsc(SC)c1NC(=O)Nc1ccccn1 | . | 6 | 0 | . | 9 | 1 | -19 | .
N#CCc1ccc(NS(=O)(=O)c2cccs2)cc1 | . | 40 | 1 | . | 1 | -3 | . | .
CCn1c(CNC(=O)COc2ccc(C(C)C)cc2)nnc1SCC(=O)NC1CCCCC1C (configuration not stated) | . | -2 | 7 | . | 7 | -14 | -8 | .
CC(C)N(CCNC(=O)c1oc(=O)c2ccccc2c1-c1ccccc1)Cc1ccco1 | -15 | 11 | -1 | 2 | 0 | 1 | 6 | .
COc1ccc(C2/C=C\CN(C(=O)CC(C)C)CC(=O)N2Cc2ccc(F)cc2)cc1 (configuration not stated) | . | 10 | -1 | . | -6 | 1 | 0 | -0.2
COC(=O)c1ccn(CC(=O)NC2CCCCC2)n1 | -6 | -1 | 0 | 0 | 9 | 1 | 7 | .
C[C@H]1CN([C@@H](C)CO)C(=O)c2cc(NC(=O)CCC(F)(F)F)ccc2O[C@@H]1CN(C)S(=O)(=O)c1ccccc1 | 0 | -1[16.7 µM] | 0 | -2 | 1 | 6 | 4 | -0.3
Cc1cn(C2CC3OCC3O2)c(=O)[nH]c1=O (configuration not stated) | . | 0 | 5 | . | 0 | 5 | -15 | .
CCc1nc2c(sc3nc4c(cc32)COC(C)(C)C4)c(=O)n1CCN(CC)CC | -11 | -9 | 0 | 5 | 2 | -6 | 33 | .
O=C(O)c1cc(-c2ccc(/C=N/Nc3ccc(Cl)cc3)o2)ccc1Cl | . | 8 | 5 | . | -7 | -7 | 21 | .
COc1ccccc1CNS(=O)(=O)c1cc(C(=O)NCC2CCCO2)c(Cl)cc1Cl (configuration not stated) | -8 | 31 | 2 | 0 | 2 | -1 | -11 | -0.1
Cc1cccc(COc2ccc(/C=N/NC(=O)c3nnn(-c4nonc4N)c3COc3ccc(F)cc3)cc2)c1 | -18 | 2 | 0 | -2 | 1 | 10 | 6 | .

Molecules listed so far that contain a tert-butyl group, in the order listed:
SMILES | RAD52 inh | miR122 inh | Cneo AK release | ERAP1 inh | PglD DTNB | RAD54 branch | PGC1a acetyl inh | E-sel inducer
COc1cc(NC(=O)c2ccc(C(C)(C)C)cc2)c(OC)cc1NC(=O)CN1CCCCC1 | -6 | 2 | 2 | 12 | 3 | -7 | -2 | .
CC(C)(C)NC(=O)/C(=C/c1ccccc1F)NC(=O)c1ccc([N+](=O)[O-])cc1 | -4 | -2 | . | -9 | . | . | 2 | .

(further entries)
SMILES | RAD52 inh | miR122 inh | Cneo AK release | ERAP1 inh | PglD DTNB | RAD54 branch | PGC1a acetyl inh | E-sel inducer
COc1ccc(-c2coc3c(C(=O)Nc4cc(OC)c(OC)c(OC)c4)cccc23)c(C)c1 | -8 | -11 | -2 | 2 | 1 | -4 | 25 | -0.2
CN1C(=O)c2cc(NC(=O)c3cccs3)ccc2OC[C@@H]2O[C@H](CC(=O)O)CC[C@@H]21 | -5 | 15[16.7 µM] | -5 | 3 | 0 | 3 | 0 | 0.3
C[C@H]1CN([C@@H](C)CO)C(=O)c2cc(C#CCN(C)C)cnc2O[C@H]1CN(C)Cc1ccccn1 | -35 | -4[16.7 µM] | -16 | -7 | 2 | -3 | 9 | 0.0
CC(C)CCNC(=O)Cn1cc2c(n1)CCCCC2 | -5 | -1 | 2 | -3 | -6 | -1 | -2 | 0.8
Cc1nc2ccc([N+](=O)[O-])cc2c(=O)n1Cc1cccc(F)c1 | 2 | . | 2 | -1 | -4 | -4 | 0 | 0.0
C[C@@H]1CN([C@H](C)CO)S(=O)(=O)c2ccc(C#C[C@@H](C)O)cc2O[C@@H]1CN(C)C(=O)C1CCCCC1 | -7 | 7[16.7 µM] | 0 | -1 | -1 | 4 | 1 | .
COc1cc(/C=C(\C#N)C(=O)Nc2ccc(C(=O)O)cc2)ccc1OC(=O)c1cccc(F)c1 | -24 | . | 0 | 1 | 0 | 4 | . | 0.0
CCC(=O)Nc1nnc(S(=O)(=O)N(C)Cc2ccco2)s1 | -13 | -3 | 0 | -2 | -6 | 7 | -9 | .
C[C@H](CO)N1C[C@H](C)[C@H](CN(C)C(=O)Nc2ccc(C(F)(F)F)cc2)Oc2ccc(NC(=O)CCCCCC(=O)Nc3ccccc3N)cc2C1=O | 4 | . | . | 0 | . | . | -16 | 0.1
Nc1cc(C(=O)N2CCN(c3ccccc3Cl)CC2)ccc1N1CC2CC(C1)c1cccc(=O)n1C2 (configuration not stated) | -35 | 1 | 1 | 3 | 2 | -7 | -10 | .
COc1ccccc1/C=C/C(=O)OC(C)CN1CCOCC1 (configuration not stated) | . | -2 | 1 | . | 1 | -13 | 5 | .
O=C(NCCCN1CCOCC1)[C@@H]1[C@@H](CO)[C@@H]2Cn3c(ccc(C4=CCCC4)c3=O)[C@H]1N2 | -3 | -7[16.7 µM] | -5 | 1 | -1 | 1 | . | 0.8
COCc1cc(=O)oc2cc(NC(=O)c3ccc(C(C)(C)C)cc3)ccc12 | . | 1 | -4 | . | -9 | 0 | . | .
COc1cnc(-c2ccccn2)nc1Oc1cccc(Cl)c1 | . | -6 | 16 | . | 4 | -6 | 10 | .
C=CCN(Cc1cccs1)C(=O)CN1CCN(S(=O)(=O)c2ccc3c(c2)OCCCO3)CC1 | 1 | 5 | -3 | 1 | 4 | -10 | -10 | 0.3

Rows were taken by chance, and some 1.4% of all compounds hit somewhere here.
